# Alkaline phosphatase – human TNAP enzyme inhibitors, biochemical, luminescent (AID 518); 64,000 compounds, 0.09% hits; inhibition, % at 20 µM; hits with a dose series show IC50 in µM; purified TNAP enzyme, luminescent substrate readout; higher % means a stronger effect; in the data active = a potency from the dose series; inactive = the rest, 99 in 100 with inhibition below about 22%;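 note: plate controls were vehicle for no effect and reference inhibitor for full effect; many of its hits are not listed in these tables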
# LYP phosphatase – inhibition of human PTPN22 tyrosine phosphatase – biochemical, DiFMUP fluorescence, recombinant catalytic domain, 10 µM, primary screen (AID 606); inhibition, % at 10 µM, or IC50 in µM where a hit was titrated; recombinant LYP catalytic domain, DiFMUP fluorescence; higher % means a stronger effect; 52,000 tested, under 10 active;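 active = IC50 under 40 µM in the dose-response test; inactive = IC50 of 40 µM or more, or never dose-tested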
# MK inhibit – S. pneumoniae mevalonate kinase inhibition; purified MK, PK/LDH-coupled NADH absorbance 340 nm; inhibition, % at 10 µM; 65,000 compounds, 0.48% hits; AID 555;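 active = ranked among the strongest by inhibition in the single 10 µM screen, a fixed top-ranked set picked for dose follow-up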; note: no value below 0 was filed
# Spn PMK inh – blocks S. pneumoniae phosphomevalonate kinase | 65,000 compounds, 0.49% hits | purified PMK, PK/LDH-coupled NADH absorbance 340 nm | inhibition, % at 10 µM | AID 539;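 active = top-ranked compounds by inhibition in the single 10 µM screen, taking a fixed number of the strongest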;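 note: 0% = full reaction with DMSO carrier and 100% = background rate without enzyme reaction; no value below 0 was filed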
# DPM-DC inhibit – inhibitors of Streptococcus pneumoniae diphosphomevalonate decarboxylase | purified DPM-DC, PK/LDH coupled NADH fluorescence | calls only at 10 µM | 65,000 compounds, 0.49% hits | AID 556;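 active = the 320 compounds with the highest percent inhibition in the single-dose primary screen, excluding strongly autofluorescent ones, cut at about 32% in these data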;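 note: kinetic rate of NADH fluorescence loss reporting ADP formed by the decarboxylase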
# HT1080 viability – cytotoxicity in HT1080 fibrosarcoma cells, cell-based, fluorescence readout (AID 620); HT1080 viability, fluorescence; higher % means a stronger effect; one-dose cytotoxicity, % at 10 µM; EC50 in µM for titrated hits; 87,000 compounds, 0.42% hits;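 note: cells exposed to compound overnight then 4 h with Alamar Blue; 0% = vehicle DMSO and 100% = killing control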
# HPDE-C7K KRASV12 – cytotoxicity in KRAS-transformed pancreatic duct cells, primary screen, cell-based, fluorescence, HTS (AID 431) | HPDE-C7K KRASV12 cells, Alamar Blue viability, 48 h; higher % means a stronger effect | one-dose cytotoxicity, % at 10 µM; EC50 in µM for titrated hits | 63,000 compounds, 1.7% hits;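 active = compounds whose percent cytotoxicity in the single-dose primary screen, scaled between solvent and toxic-drug controls, exceeds 50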;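 note: 0% = DMSO solvent wells and 100% = doxorubicin-treated wells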
# Bfl-1 displacement – displacement of Bid BH3 peptide from Bfl-1 – biochemical, fluorescence polarization, FITC-Bid, mouse, primary screen (AID 432). displacement, % at 20 µM; hits with a dose series show IC50 in µM. 64,000 compounds, 0.02% hits. FITC-Bid BH3 peptide fluorescence polarization displacement; higher % means a stronger effect; in the data active = a potency from the dose series; inactive = the rest, 99 in 100 with displacement below about 15%; note: strong numbers were not always called active
# HPDE-C7 cytotoxicity – HPDE-C7 pancreatic duct cell viability loss – fluorescence, HTS (AID 430). HPDE-C7 pancreatic duct cells viability, fluorescence; higher % means a stronger effect. one-dose cytotoxicity, % at 10 µM; EC50 in µM for titrated hits. 63,000 compounds, 1.8% hits;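 note: cells exposed to compound for 48 hours before viability readout; 0% = vehicle and 100% = reference cytotoxic drug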
# Spn PMK inh pilot replicates – also measured in Spn PMK inh; calls as there; inhibition, %; measured here: pilot screen replicates
# MK inhibit pilot replicates – also measured in MK inhibit; calls as there; inhibition, %; measured here: pilot screen replicates
# DPM-DC inhibit pilot screen % – further read-out of DPM-DC inhibit, marked with its call; inhibition, %; measured here: pilot screen trials
# An asterisk follows results filed as active; i = inactive; . = not tested or not shown. Cut-off read from the data, not from the text of the source, unless noted: active = cytotoxicity above about 50%; inactive = the rest.
SMILES,Alkaline phosphatase,LYP phosphatase,MK inhibit,Spn PMK inh,DPM-DC inhibit,HT1080 viability,HPDE-C7K KRASV12,Bfl-1 displacement,HPDE-C7 cytotoxicity,others
O=C(COC(=O)C(O)c1ccccc1)NC12CC3CC(CC(C3)C1)C2 (stereo not drawn),9%,-6%,0,7,i,-9%,-13%,-10%,-10%,
Cc1nn(-c2ccccc2)c2nc(-c3ccncc3)cc(C(=O)NCc3ccco3)c12,5%,-6%,0,14,i,0%,15%,9%,-16%,
O=C(Nc1ncc(Cc2ccccc2)s1)c1cccs1,14%,10%,2,8,i,-5%,5%,-1%,1%,
Cc1cc(Br)c2c(c1)=C(c1sc(N3CCCCCC3)nc1O)C(=O)N=2,13%,17%,12,10,i,0%,2%,-12%,-6%,
CC(C(=O)NCc1cccs1)n1cccc1 (stereo not drawn),8%,12%,0,8,i,5%,1%,0%,-2%,
Cc1ccccc1NS(=O)(=O)c1cc(S(C)(=O)=O)ccc1Cl,11%,-2%,8,6,i,-10%,11%,0%,0%,Spn PMK inh pilot replicates=0.0;MK inhibit pilot replicates=0.0;DPM-DC inhibit pilot screen %=0.0
CCOC(=O)CSc1ncnc2c1nnn2-c1ccc(F)cc1,9%,-13%,3,3,i,-4%,0%,1%,-10%,
O=C(NCc1ccccc1)C1CCN(S(=O)(=O)c2cccc3cccnc23)CC1,11%,3%,3,2,i,-3%,-3%,-5%,-12%,Spn PMK inh pilot replicates=9.0;MK inhibit pilot replicates=4.0;DPM-DC inhibit pilot screen %=0.0
O=C1[C@@H]2CSCN2C(=O)CN1CCc1cccc(F)c1,16%,.,12,16,i,-16%,-2%,-4%,3%,
CC(C)CNC(=O)c1cc(-c2ccc(Cl)c(Cl)c2)on1,13%,11%,2,16,i,-2%,2%,-12%,-10%,
COc1ccccc1NC(=O)C1(C)Cc2ccccc2C(=O)O1 (stereo not drawn),7%,10%,3,7,i,0%,0%,-3%,10%,Spn PMK inh pilot replicates=4.0;MK inhibit pilot replicates=0.0;DPM-DC inhibit pilot screen %=0.0
Cc1ccnc(N2CCC(C(=O)Nc3ccc4c(c3)CCC4)CC2)n1,10%,0%,0,14,i,-7%,-9%,-1%,-5%,
CN1C(=O)CC(N2CCC(c3nc4ccccc4[nH]3)CC2)C1=O (stereo not drawn),13%,8%,5,0,i,-1%,5%,3%,-1%,
O=C(NCc1cccnc1)C1CCN(S(=O)(=O)c2cccs2)CC1,11%,7%,1,12,i,4%,-5%,-3%,-16%,
O=C(Nc1ccccc1N1CCCCC1)c1ncoc1-c1ccc(F)cc1,24%,-3%,3,14,i,-7%,-3%,-10%,-7%,Spn PMK inh pilot replicates=2.0;MK inhibit pilot replicates=0.0;DPM-DC inhibit pilot screen %=3.0
O=C(NCc1cccs1)c1nc2ncccn2n1,9%,8%,11,3,i,-4%,2%,-4%,-12%,
O=C1c2ccccc2C(=O)N1CCOCCN1C(=O)c2ccccc2C1=O,0%,13%,8,4,i,-7%,-10%,0%,-9%,
CCOC(=O)c1[nH]c(C)c(CN(CCc2ccc(OC)c(OC)c2)C(=O)CCCC(=O)O)c1C,2%,-10%,0,21,i,10%,-14%,-12%,-18%,
CC(C)C(=O)N1c2ccccc2NC2=C(C(=O)CCC2)C1c1ccc(N(C)C)cc1 (stereo not drawn),9%,2%,6,11,i,6%,7%,-4%,0%,
O=S(=O)(c1ccc(Oc2ncnc3scc(-c4ccccc4)c23)cc1)N1CCOCC1,11%,.,9,11,i,-4%,18%,-3%,24%,
CC1=CC(C)C2C(=O)N(CCCN(C)C)C(=O)C2C1 (stereo not drawn),9%,1%,0,10,i,8%,-16%,-11%,-12%,
O=C(Nc1ccc(Cc2ccncc2)cc1)C1CC1,4%,.,0,16,i,3%,-30%,8%,-38%,Spn PMK inh pilot replicates=4.5;MK inhibit pilot replicates=0.0;DPM-DC inhibit pilot screen %=0.0
CC1(C)CC(=O)C2=C(C1)Nc1ccccc1NC2c1ccc2c(c1)OCO2 (stereo not drawn),-6%,-4%,3,15,i,-10%,-6%,0%,-12%,
Cc1nc2ncnn2c(C)c1Cc1ccc(Cl)cc1F,3%,.,8,1,i,-4%,9%,-2%,6%,
Cc1ccccc1-n1c(SCc2c(C)noc2C)nnc1-c1c[nH]c2ccccc12,8%,-10%,2,0,i,-7%,3%,3%,0%,
COc1cccc(C(=O)Nc2ccc(S(=O)(=O)Nc3onc(C)c3C)cc2)c1,-1%,14%,29,3,i,-10%,-20%,10%,-17%,
CCCC12CN3CC(C)(CN(C1)C3c1ccc(OC)cc1)C2=O (stereo not drawn),5%,4%,3,11,i,24%,-5%,-14%,-14%,
Cc1ccc(S(=O)(=O)NCCCCCC(=O)Nc2nccs2)cc1,12%,13%,10,10,i,2%,-6%,-3%,3%,
COc1cccc(-c2nc3n(n2)C(c2ccc4c(c2)OCO4)C(C(N)=O)=C(C)N3)c1 (stereo not drawn),7%,-7%,5,2,i,2%,6%,-6%,-6%,
CN(C(=O)CCN1C(=O)C(C)(C)Nc2ccccc21)c1ccccc1,12%,9%,7,11,i,27%,0%,-7%,-2%,
COc1ccc(OC)c(N=c2oc3c(OC)cccc3cc2C(=O)NCc2ccco2)c1,14%,-5%,8,4,i,-6%,-12%,5%,-5%,
CCCN1CCN(CCCNC(=O)Cn2ncc3c4ccccc4n(C)c3c2=O)CC1,9%,2%,9,12,i,0%,2%,9%,-4%,Spn PMK inh pilot replicates=0.5;MK inhibit pilot replicates=0.5;DPM-DC inhibit pilot screen %=20
CC(C)(O)C1=NOC(c2ccccc2)C1 (stereo not drawn),9%,7%,20,1,i,1%,7%,-9%,-6%,Spn PMK inh pilot replicates=1.5;MK inhibit pilot replicates=0.0;DPM-DC inhibit pilot screen %=0.0
COC(=O)C1=C(C)NC(=O)CC1c1ccccc1F (stereo not drawn),8%,0%,9,0,i,5%,-4%,-1%,1%,
O=C(CC1(O)C(=O)N(Cc2ccccc2Cl)c2ccccc21)c1ccco1 (stereo not drawn),14%,16%,1,4,i,-37%,-9%,3%,-24%,
COc1ccccc1OC(=O)c1ccc(SC)cc1OC,16%,8%,0,5,i,1%,-8%,-2%,-5%,Spn PMK inh pilot replicates=4.5;MK inhibit pilot replicates=3.5;DPM-DC inhibit pilot screen %=4.5
Cc1cccc(OCCOC(=O)C2CCN(S(=O)(=O)c3cccs3)CC2)c1,2%,.,1,14,i,-4%,1%,2%,0%,
CCN1CCCC1CNC(=O)Cn1ncc2c(=O)oc3ccc(C)cc3c21 (stereo not drawn),8%,-2%,9,1,i,7%,-3%,0%,-7%,
CN(C)c1nc(N)nc(CSc2nnnn2C)n1,5%,-2%,4,6,i,-1%,9%,4%,-3%,
CCOc1ccc(NC(=O)Cn2nnc(-c3ccccc3F)n2)cc1,14%,4%,8,7,i,-4%,2%,-4%,-21%,Spn PMK inh pilot replicates=5.5;MK inhibit pilot replicates=2.5;DPM-DC inhibit pilot screen %=3.5
CCOC(=O)C1CCN(C2CC(=O)N(c3ccc(OCC)cc3)C2=O)CC1 (stereo not drawn),4%,-15%,9,8,i,-2%,-2%,2%,-3%,
O=C(CSc1nc2ccccc2o1)NCC(=O)c1ccccc1,11%,2%,14,10,i,-3%,-6%,1%,-13%,
CCOCCc1nnc(NC(=O)CSc2ccccc2)s1,11%,0%,6,2,i,16%,.,3%,.,
COc1cccc(C2=NOC(C(=O)NCc3ccc(F)cc3)C2)c1 (stereo not drawn),10%,3%,0,9,i,-1%,50%,-5%,60%*,
CC(C)c1ncc(C(O)c2cccc3ccccc23)n1C (stereo not drawn),12%,3%,1,5,i,29%,-12%,-6%,-6%,Spn PMK inh pilot replicates=5.5;MK inhibit pilot replicates=0.0;DPM-DC inhibit pilot screen %=0.0
CC1CN(C)C(C)CC1NCc1ccc2c(c1)OCO2 (stereo not drawn),7%,4%,3,0,i,1%,-4%,-3%,-7%,
CCCCCCn1c(N2CCN(c3cccc(Cl)c3)CC2)nc2c1c(=O)[nH]c(=O)n2C,10%,5%,8,8,i,1%,.,-4%,.,
CC(=O)OCC(=O)c1ccc2ccn(C(C)=O)c2c1,7%,.,0,16,.,4%,-7%,0%,-8%,Spn PMK inh pilot replicates=1.0;MK inhibit pilot replicates=0.0
O=S(=O)(NCC1CCCO1)c1ccc2c(c1)OCCO2 (stereo not drawn),9%,-5%,10,9,i,10%,-7%,1%,-9%,Spn PMK inh pilot replicates=0.0;MK inhibit pilot replicates=0.0;DPM-DC inhibit pilot screen %=0.0
COc1cc(C(=O)NCCC(=O)NC2CCCCCCC2)cc(OC)c1OC,-2%,-16%,0,12,i,0%,-3%,-2%,-16%,
CCCc1nc(N)nc2c1C(=O)CC(C)(C)C2,3%,-6%,4,8,i,18%,8%,8%,-8%,
CCC(=O)Nc1ccc(-c2nn3c(C)nnc3s2)cc1C,11%,.,3,5,i,-8%,-18%,-2%,-12%,
CC1CCCCN1S(=O)(=O)c1ccc2c(c1)CCN2C(=O)CCC(=O)O (stereo not drawn),3%,2%,0,9,i,-8%,-8%,3%,-25%,
COc1cccc(N2CCN(C(=O)CCn3c(=S)[nH]c4cc5c(cc4c3=O)OCO5)CC2)c1,7%,0%,5,15,i,9%,-4%,1%,-14%,
COCCn1c(C)cc(C(=O)CSc2nnc3scc(-c4ccc(Cl)cc4)n23)c1C,.,.,6,11,i,-9%,.,.,.,
COc1ccc(CSc2nc(C)cc(=O)[nH]2)cc1,7%,3%,6,0,i,-9%,0%,-3%,4%,
CCCCCc1nnc(NC(=O)C2CCCO2)s1 (stereo not drawn),1%,12%,12,2,i,-3%,-25%,-2%,-15%,
CN(C(=O)CSc1ncccc1C(=O)O)c1ccccc1,4%,12%,1,14,i,0%,-4%,-4%,-13%,
O=C(c1cccc(F)c1)N1CCN(C(=O)c2cc(-c3ccc(Cl)cc3Cl)on2)CC1,9%,5%,12,0,i,2%,28%,-6%,25%,
COc1cc(C)c(Br)cc1S(=O)(=O)N1CCCC1,8%,11%,5,1,i,-5%,7%,3%,9%,
COc1ccc(S(=O)(=O)N2CCC(NC(=O)Nc3ccc(C)cc3)CC2)cc1,9%,2%,7,11,i,34%,-30%,-7%,-1%,
Cc1cc(Br)c(S(=O)(=O)n2nnc3ccccc32)cc1C,26%,.,7,10,i,2%,40%,4%,35%,Spn PMK inh pilot replicates=4.5;MK inhibit pilot replicates=3.0;DPM-DC inhibit pilot screen %=0.5
CCn1cc(NC(=O)Nc2ccccc2C(=O)OC)c(C(N)=O)n1,9%,3%,6,7,i,4%,5%,-4%,-2%,

# The order is random; 3.4% or so of the library scored in one or more.
